HRas wt GTP bind: human HRas wildtype GTP binding, change in either direction; P01112; GST-Ras wt beads, Bodipy-FL-GTP binding, flow cytometry; actives lie on both sides; GTP binding activity, % at 10 µM; hit rate 0.14% among 190,000; AID 759;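 active = GTP binding activity at least 20% away from the 100% baseline, either lowered as inhibitor or raised as activator; inconclusive = flagged as likely green fluorescent, judged across all proteins in the well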;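 note: 0% = unlabeled GTP competition control and 100% = no-compound control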
Target sequence (P01112 whole entry, looked up): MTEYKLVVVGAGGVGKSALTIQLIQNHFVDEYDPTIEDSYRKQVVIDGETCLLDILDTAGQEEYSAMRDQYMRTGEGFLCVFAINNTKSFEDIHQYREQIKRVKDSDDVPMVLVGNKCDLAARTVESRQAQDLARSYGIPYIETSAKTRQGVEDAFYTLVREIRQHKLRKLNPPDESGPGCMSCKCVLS
Pf gamet viab: P. falciparum stage V gametocyte viability inhibition; P. falciparum stage V gametocytes, ATP luminescence, 24 h; inhibition, % at 10.9 µM; hit rate 0.065% among 150,000;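 active = inhibition above the mean plus 3 SD of compounds within the control limits, set per campaign, cut at about 38% in these data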;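 note: 0% = DMSO wells and 100% = medium only without gametocytes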
Cdc42 wt GTP: modulators (inhibitors or activators) of GTP binding to human Cdc42 wildtype | P60953 | hit rate 0.2% among 190,000 | percent activity (GTP binding), % at 10 µM | GST-Cdc42 beads, Bodipy-GTP binding, flow cytometry; actives lie on both sides | AID 761;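 active = percent activity GTP binding at least 20 points away from the 100% baseline, either down as inhibitor or up as activator; inconclusive = compound flagged as likely green fluorescent from well-wide comparison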;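 note: median bead fluorescence of bound Bodipy-FL-GTP at 100 nM; 0% = excess unlabeled GTP control and 100% = no compound control; below 100% means less GTP binding so inhibitor and above means activator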
Target sequence (P60953 whole entry, looked up): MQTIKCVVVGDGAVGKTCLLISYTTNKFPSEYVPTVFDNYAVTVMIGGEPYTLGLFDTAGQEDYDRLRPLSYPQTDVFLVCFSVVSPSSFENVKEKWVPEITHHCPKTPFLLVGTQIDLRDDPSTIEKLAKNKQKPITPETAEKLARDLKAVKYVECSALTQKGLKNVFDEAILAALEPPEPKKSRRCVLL
Rac1 wt GTP bind: alters GTP binding to wildtype human Rac1. P63000. GST-Rac1 beads, fluorescent GTP binding, flow cytometry; actives lie on both sides; 0 = cold GTP competed, 100 = untreated. GTP binding activity (% of control), % at 10 µM. hit rate 0.27% among 190,000. AID 757;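 active = GTP binding activity at least 20 points away from the 100% control level, either lower or higher; inconclusive = compound flagged as likely green fluorescent, judged across all proteins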
Avidin fluor: avidin bead compound fluorescence profile. Avidin beads, compound fluorescence 488/530 nm, flow cytometry; hits give high values. fluorescence (KMESF) at 10 µM. hit rate 0.38% among 220,000. AID 1775; in the data active = fluorescence above about 47; note: inactives centre near 10
Rab7 wt GTP bind: modulators of GTP binding to dog Rab7 wildtype GTPase | AID 758 | hit rate 0.055% among 190,000 | GST-Rab7 beads, fluorescent GTP binding, flow cytometry; actives lie on both sides; untreated = 100%, excess cold GTP = 0% | GTP binding activity (percent of control), % at 10 µM;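 active = fluorescent GTP binding to Rab7 beads changed by at least 20 points from the 100% baseline, either direction, mostly lower; inconclusive = compound itself probably fluorescent, or too few beads counted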;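 note: median green fluorescence of bound Bodipy-FL-GTP per Rab7 bead population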
Rac1 act GTP bind: modulators of GTP binding to human Rac1 activated mutant; percent activity (GTP binding), % at 10 µM; hit rate 0.11% among 190,000; GST-Rac1 activated beads, fluorescent GTP binding, flow cytometry; actives lie on both sides; 100% means binding = to untreated wells;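 active = GTP binding at least 20 percentage points away from the 100% baseline, in either direction, so actives lie on both sides; inconclusive = Compound likely fluorescent itself, or too few beads counted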
ABCB1 inh: blocks JC-1 efflux by human ABCB1 transporter | inhibition, % at 6.6 µM | CCRF-Adr cells, flow cytometry | P08183 | hit rate 0.067% among 190,000; in the data active = inhibition above about 40%;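 note: 0% = vehicle and 100% = reference inhibitor; higher value means more JC-1 retained so stronger ABCB1 efflux block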
ABCG2 inh: human ABCG2 inhibition, ABCB1 as counter-screen | hit rate 0.1% among 190,000 | Q9UNQ0 | IgMXP3 cells, JC-1 efflux, flow cytometry | inhibition, % at 6.6 µM;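 active = inhibition above 80%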;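 note: 0% = DMSO and 100% = nicardipine control wells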
Target sequence (Q9UNQ0 whole entry, looked up): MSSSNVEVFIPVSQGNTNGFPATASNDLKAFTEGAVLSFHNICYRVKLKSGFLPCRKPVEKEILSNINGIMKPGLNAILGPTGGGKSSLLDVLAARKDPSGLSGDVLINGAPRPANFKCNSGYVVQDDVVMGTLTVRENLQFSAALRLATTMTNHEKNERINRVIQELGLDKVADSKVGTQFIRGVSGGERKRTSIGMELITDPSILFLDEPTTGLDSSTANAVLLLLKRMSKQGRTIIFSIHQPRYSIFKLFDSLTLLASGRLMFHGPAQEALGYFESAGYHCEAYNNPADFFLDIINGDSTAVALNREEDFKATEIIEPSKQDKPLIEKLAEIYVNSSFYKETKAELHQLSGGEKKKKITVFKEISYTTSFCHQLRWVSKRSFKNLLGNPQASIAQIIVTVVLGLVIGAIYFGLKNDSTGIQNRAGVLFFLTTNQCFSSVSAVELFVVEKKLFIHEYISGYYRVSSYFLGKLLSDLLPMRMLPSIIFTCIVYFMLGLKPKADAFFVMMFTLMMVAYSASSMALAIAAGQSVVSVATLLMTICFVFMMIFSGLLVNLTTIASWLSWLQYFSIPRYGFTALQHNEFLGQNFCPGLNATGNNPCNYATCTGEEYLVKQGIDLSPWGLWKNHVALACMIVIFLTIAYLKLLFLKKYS
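Test system: ABCG2 IgMXP3 and barcoded ABCB1 CCRF-Adr cell mix; Schedule: cells with compound and JC-1, 10 min at 25 °C, rotating, no wash; Technique: flow cytometry of retained JC-1 fluorescence; Measure: % inhibition of efflux relative to nicardipine and DMSO; Controls: nicardipine high and DMSO low controls.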
Rab2 wt GTP: changes GTP binding to wildtype dog Rab2A, up or down. P61105. GST-Rab2 wt beads, Bodipy-GTP binding, flow cytometry. GTP binding activity, % at 10 µM. hit rate 0.19% among 190,000. AID 760;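 active = GTP binding activity at least 20 points away from 100%, either lowered or raised; inconclusive = signal likely due to the compound's own green fluorescence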;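 note: 0% = beads with excess unlabeled GTP and 100% = no-compound control corrected for plate trend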
GSH bead fluor: GSH bead compound fluorescence profile | GSH beads flow cytometry, compound fluorescence 488/530 nm; hits give high values | fluorescence (KMESF) at 10 µM | hit rate 0.25% among 190,000; in the data active = fluorescence above about 89;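 note: glutathione beads carrying GST-tagged Bcl family fusion proteins plus one bare bead set; values are compound well signal with DMSO vehicle wells as background; inactives centre near 16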
An asterisk follows results filed as active; ? = inconclusive; nt = not tested or not shown.

SMILES	HRas wt GTP bind	Pf gamet viab	Cdc42 wt GTP	Rac1 wt GTP bind	Avidin fluor	Rab7 wt GTP bind	Rac1 act GTP bind	ABCB1 inh	ABCG2 inh	Rab2 wt GTP	GSH bead fluor
CCOC(=O)CC1C(=O)NCCN1S(=O)(=O)c1ccc(F)cc1 (stereo not given)	100	-13	99	104	10	106	97	1.3	6	102	16
COc1ccc(S(=O)(=O)N(C)CC(=O)Nc2ccc3c(c2)OCCO3)cc1OC	103	nt	104	106	6	106	102	-1.8	-2	103	34
CCc1nc(N2CCN(C(=O)c3ccco3)CC2)c2c3c(sc2n1)CCCC3	98	-26	98	99	12	101	96	2.2	9	97	28
Cc1ccc(O)c(-c2cc(C(F)(F)C(F)F)[nH]n2)c1	95	nt	92	93	4	92	93	-0.2	1	94	31
CCO[C@@H]1OC(C(=O)N2CCN(C)CC2)=C[C@H](C(C)(C)C)[C@H]1CCCO	99	nt	99	98	6	105	97	-0.2	0	98	20
O=C(NNS(=O)(=O)c1ccccc1[N+](=O)[O-])c1cccc([N+](=O)[O-])c1	97	-5	98	98	4	99	98	-0.1	-1	98	13
Cc1ccc(C(=O)N2CCn3c(C)ccc3C2C)cc1 (stereo not given)	100	-4	99	96	12	97	99	0.6	2	100	15
CC(=O)c1ccc(Cc2ccccc2)cc1	95	nt	97	98	8	98	95	0.8	0	98	9
COc1ccc(C(=O)Oc2c(CN3CCOCC3)cc(Cl)c3cccnc23)cc1	102	nt	104	104	16	97	102	1.8	3	101	22
COc1cc(/C=C/c2nc3ccccc3s2)cc(OC)c1O	99	-2	97	93	22	99	96	0.1	1	100	12
COC(=O)c1ccc(NC(=O)CN2C(=O)CCC2=O)cc1	98	nt	97	97	15	97	97	0.6	2	98	42
Cc1ccc(C(=O)COC(=O)C(C)N2C(=O)C3C4C=CC(C4)C3C2=O)cc1 (stereo not given)	104	10	105	105	5	104	104	nt	0	104	11
CCOC(=O)N1CCC(NS(=O)(=O)c2cc3c(cc2Cl)NC(=O)CO3)CC1	103	18	105	104	37	100	101	0.5	1	103	17
CCC(=O)c1ccc(OCC(=O)Nc2nn3cnnc3s2)cc1	101	-13	102	100	13	97	98	0.0	0	100	21
Cn1c(SCC2CCCO2)nnc1-c1cccc([N+](=O)[O-])c1 (stereo not given)	100	-6	96	103	9	106	98	0.3	3	100	10
CCNC(=O)CCS(=O)(=O)c1ccc2ccccc2c1	95	7	95	100	7	94	91	0.0	-1	96	18
CCCc1nc2ccccc2c(C(=O)OCC(=O)NCc2ccco2)c1CC	103	14	103	104	31	102	97	5.1	52	100	23
N#Cc1c2n(c(=S)n(-c3ccc(OC(F)F)cc3)c1=O)CCCCC2	100	-8	98	98	8	100	97	1.0	1	99	12
CCOC(=O)c1c(-n2c(C)cc(C=O)c2C)sc2c1CCCC2	101	nt	101	101	13	98	99	0.3	2	100	17
CCOC(=O)C1(Cc2ccc(OC)cc2)CCN(C(=O)c2cc3ccccc3[nH]2)CC1	?	-13	?	?	10	?	?	0.9	2	?	12
O=C(NCC1CCCO1)/C(=C\c1ccco1)NC(=O)c1ccc(Cl)cc1 (stereo not given)	?	0	?	?	31	?	?	0.1	1	?	24
CCCCCCC(=O)Nc1nc(C)c(-c2csc(Nc3cc(Cl)ccc3C)n2)s1	99	4	100	98	9	98	94	-0.4	0	97	38
CCN1CCN(c2ccc([N+](=O)[O-])cc2S(=O)(=O)N2CCOCC2)CC1	95	nt	103	98	9	96	92	0.3	0	98	15
CCOC(=O)Nc1ccc(Cc2ccncc2)cc1	94	-5	93	94	10	94	94	0.0	1	93	15
O=C1CSc2ccc(C(=O)N3CCN(c4ccccn4)CC3)cc2N1	99	nt	96	106	24	100	98	0.4	2	98	15
CC(=O)NNC(=S)NCCc1ccccc1	98	-7	96	98	96*	102	97	0.1	0	97	12
Cc1ccc(/C=N\Nc2cn[nH]c(=O)c2Cl)cc1	101	nt	101	103	6	97	100	-0.3	14	100	38
COc1ccc(N2C(=O)CSC2c2cccc(OC)c2OC)cc1 (stereo not given)	98	nt	100	102	11	98	98	0.6	6	98	20
COC(=O)C1=CN(C)C=C(C(=O)OC)C1c1ccc(Cl)cc1Cl	102	nt	102	100	7	102	97	0.4	2	101	12
COc1ccc(C2C(C(=O)NCCN(C)C)c3cc(OC)c(OC)cc3C(=O)N2C)cc1OC (stereo not given)	101	nt	103	105	3	99	102	0.0	0	100	43
CCOC(=O)c1c(N)n[nH]c1-c1ccc(OC)cc1	101	-4	103	104	5	100	98	-2.0	-2	100	40
CCc1cc(CC)c(/C=N/NC(N)=O)c(CC)c1/C=N/NC(N)=O	103	nt	105	105	10	108	98	0.2	0	100	13
CC1=C(C(=O)N(C)C)C(c2cccc(Cl)c2)NC(=O)N1 (stereo not given)	107	nt	107	112	9	105	101	0.2	2	107	8
CCOC(=O)CSc1nnc(CSc2nc3ccccc3s2)n1C	104	5	104	102	8	98	98	0.4	1	103	20
c1ccc(-n2c(Sc3cnccn3)nnc2-c2cccs2)cc1	95	-18	92	89	11	93	90	0.6	3	91	29
CCCCN(Cc1ccco1)C(=O)c1cc2c(=O)[nH]c3ccc(C)cc3c2s1	98	nt	98	100	6	101	100	1.7	4	99	28
Cn1c2c(c(O)c(-c3ccccc3)c1=O)C(=O)CC(C)(C)C2	100	23	97	103	13	99	96	0.7	2	97	5
COc1cccc(N2C(=O)C3CCCN3C2c2ccc(Cl)cc2)c1 (stereo not given)	98	nt	99	102	6	101	97	0.7	1	101	29
COc1ccc(-n2nnnc2-c2cn(C)nc2C(F)(F)F)cc1	96	-4	96	100	20	95	100	0.1	0	96	16
CCCn1nc(Oc2nc(NCC)nc(NC(C)C)n2)ccc1=O	?	nt	?	?	12	?	?	0.4	1	?	12
CN1CCN(S(=O)(=O)c2ccc(N3CCN(C(=O)c4ccccc4)CC3)nc2)CC1	93	-9	95	96	24	94	94	-0.1	0	93	10
O=C(NNS(=O)(=O)c1ccc(Br)cc1)c1csnn1	94	nt	94	93	12	93	91	0.1	-1	95	25
CCOc1ccc(NC(=S)NN2CCN(C)CC2)cc1	99	-24	98	102	2	96	96	0.7	2	99	5
O=C(COc1ccc(Cl)cc1)OCC(=O)N1CCCC1	100	nt	105	112	8	98	103	-0.2	1	99	45
CCOc1ccc(=O)n(-c2ccccc2)n1	101	2	105	107	7	95	101	1.4	6	99	15
Cc1ccc(C2=NC3(CCCC3)N=C2SCC(=O)Nc2ccc3c(c2)OCCO3)cc1	101	nt	105	105	nt	96	99	1.0	3	100	17
Fc1cccc(NC(=S)NCc2ccc(Cl)cc2)c1	99	nt	100	105	14	99	98	0.1	8	99	3
CN(C)S(=O)(=O)c1ccc(C(=O)N(c2ccccn2)c2ccccn2)cc1	102	24	104	107	14	103	98	0.8	-3	102	27
Cc1cc2nnc(SCC(=O)N3C(C)CCCC3C)n2c(N)n1 (stereo not given)	101	nt	102	104	6	101	101	-0.1	0	100	65
Cc1c(Cl)c([N+](=O)[O-])nn1CCCC(=O)Nc1cccc(Cl)c1	98	3	95	99	4	97	99	3.5	46	95	6
Cc1cc(/C=N/NC(=O)C(=O)NCc2ccccn2)c(C)n1-c1cccc(Br)c1	?	-14	?	?	11	?	?	1.2	5	?	22
Cc1cnc(-c2nnc(N(C)C(=O)c3cccnc3)s2)cn1	106	nt	109	115	8	104	104	0.2	2	107	13
Cc1ccccc1N=Cc1cc2c(cc1[N+](=O)[O-])OCO2	103	5	102	99	1	101	94	0.4	2	100	5
COc1ccc(NC(=O)CSc2nc3c(c(=O)n2-c2ccc(F)cc2)SCC3)cc1	100	nt	98	102	7	102	100	1.4	3	100	25
O=C(NNC(=O)c1cccnc1SCc1cccc([N+](=O)[O-])c1)c1ccc(F)cc1	101	-4	103	104	10	99	102	1.0	11	100	9
C#CCOCCOCCOCCNc1nc(N2CCN(C(=O)[C@H]([C@@H](C)CC)n3cc([C@@H](N)CC(C)C)nn3)CC2)nc(N2CCN(C(=O)[C@H](CCCCN)n3cc([C@@H](N)CO)nn3)CC2)n1	97	nt	98	101	6	96	96	0.5	3	97	17
COc1ccc(NC(=O)Cn2c(=O)n(Cc3ccco3)c(=O)c3ccccc32)cc1	99	nt	100	100	36	99	98	0.1	0	99	17
COc1cc(NC(=O)Cn2nc(C(F)(F)F)c3c2CCCC3)cc(OC)c1OC	102	nt	104	106	8	99	102	1.5	4	101	10
O=C(CCSCc1ccccc1Cl)NCc1cccs1	101	11	99	102	10	109	95	0.2	8	103	26
C=CCn1c(=O)c2ccccc2n2c(SCC(=O)Nc3sc(C(=O)N(CC)CC)c(C)c3C(=O)OCC)nnc12	100	-1	101	102	19	100	99	2.8	9	99	15
Remaining list, next part.
SMILES	HRas wt GTP bind	Pf gamet viab	Cdc42 wt GTP	Rac1 wt GTP bind	Avidin fluor	Rab7 wt GTP bind	Rac1 act GTP bind	ABCB1 inh	ABCG2 inh	Rab2 wt GTP	GSH bead fluor
CC(C)(C)c1ccc(C(=O)N2CCN(c3nc4ccccc4o3)CC2)cc1	99	nt	100	103	6	97	98	0.7	1	97	24
O=C(NC1CCCC1)C1CCC(=O)N1CCc1ccccc1 (stereo not given)	101	nt	103	107	24	101	100	0.8	9	101	25
Cn1cc([N+](=O)[O-])c(C(=O)Nc2ccc(C3CCCCC3)cc2)n1	94	-5	95	96	13	96	94	-0.1	1	96	25
O=C(NC(NC(=S)Nc1cccc(C(=O)O)c1)C(Cl)(Cl)Cl)OCc1ccccc1 (stereo not given)	99	-2	98	103	15	102	99	-2.8	-6	99	11
Cc1cc(NC(=O)CSc2nnc(Cc3ccccc3)n2C)no1	95	-5	92	95	5	92	92	-0.1	5	96	21
N=c1c[n+](N2CCOCC2)[n-]o1	97	nt	100	99	8	98	99	-0.8	-2	99	20
CC(C)Oc1ccc(/C=C(\NC(=O)/C=C/c2ccco2)C(=O)NCCc2nc3ccccc3[nH]2)cc1	99	nt	95	103	11	100	99	-0.6	4	99	19
O=C(COC(=O)c1ccco1)Nc1ccc2c(c1)OCCO2	100	nt	99	102	6	101	98	-0.3	14	102	12
CN1CCN(C(=O)c2cc3nc(-c4ccc(Cl)cc4)cc(C(F)(F)F)n3n2)CC1	99	-1	100	101	18	97	97	1.0	8	97	10
CC1CCN(C(=O)c2ccc(S(=O)(=O)Cc3cccc(F)c3)c([N+](=O)[O-])c2)CC1	99	nt	103	104	10	101	97	2.1	26	98	13

Source: PubChem
